# ERAP1 inh – blocks human ERAP1 aminopeptidase activity; recombinant ERAP1, Leu-AMC fluorescence, 60 min; Q9NZ08; inhibition, % at 10.7 µM; actives 0.15% (n = 340,000);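 active = mean replicate inhibition of at least 30%, or all replicates individually reaching that 30% level; inactive = mean below 30% and not every replicate reaching it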;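 note: 0% = neutral control wells and 100% = L-leucinethiol positive control wells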
# SIRT5 inh – sirtuin-5 (human) deacylase inhibition. Purified SirT5, succinyl-peptide AMC, trypsin-coupled fluorescence. inhibition, % at 15 µM. actives 1.1% (n = 330,000). AID 652115; in the data active = inhibition above about 15%; inconclusive = no clear call, values can overlap the other calls
# Target sequence (Q9NXA8 whole entry, looked up): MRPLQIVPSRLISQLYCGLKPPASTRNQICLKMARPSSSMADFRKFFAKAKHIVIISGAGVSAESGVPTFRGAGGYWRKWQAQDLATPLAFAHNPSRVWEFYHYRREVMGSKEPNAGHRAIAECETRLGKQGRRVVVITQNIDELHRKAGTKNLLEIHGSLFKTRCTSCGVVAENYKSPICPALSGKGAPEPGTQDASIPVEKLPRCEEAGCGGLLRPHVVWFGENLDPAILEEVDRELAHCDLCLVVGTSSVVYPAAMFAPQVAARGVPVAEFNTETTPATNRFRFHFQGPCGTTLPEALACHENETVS
# Cneo AK release – Cryptococcus neoformans lysis via adenylate kinase release | C. neoformans lysis, adenylate kinase release luminescence, 4 h; normalised: neutral wells 0, clomiphene wells 100 | lysis activity, % at 15 µM | actives 0.2% (n = 360,000);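 active = mean lysis activity across replicates of at least 80%, whatever share of replicates individually reach that level; inactive = mean lysis activity below 80%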
#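 Test system: log-phase Cryptococcus neoformans yeast cells; Quantity: yeast cell density of 5 × 10^6 cells/mL; Buffer or medium: YPD; Doses: single compound concentration per well; Timing: 4 h at 37 °C static, read 1 h later; Measured by: AK luminescence; Read-out basis: lysis from increased AK signal; Control set: Clomiphene as positive control.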
# S100A4 MyoIIA – blocks human S100A4 binding to myosin IIA peptide | S100A4/TAMRA-MyoIIA peptide fluorescence polarization | inhibition, % at 10.7 µM | actives 0.14% (n = 360,000) | AID 652163;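 active = mean inhibition of at least 70% across replicates, with every replicate also reaching that level; inconclusive = mean inhibition reaches 70% but some replicates fall short; inactive = mean inhibition below 70%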
# Target sequence (P26447 whole entry, looked up): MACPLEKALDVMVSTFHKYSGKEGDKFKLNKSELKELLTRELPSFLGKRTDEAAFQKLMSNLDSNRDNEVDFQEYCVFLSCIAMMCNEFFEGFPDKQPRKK
#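 Test system: S100A4 monomer protein; Medium: HEPES pH 7.2 with CaCl2, KCl, NaCl, DTT, Triton; Probe or stimulus: TAMRA-labelled myosin IIA heavy-chain peptide probe, 5 nM; Doses: one dose per compound; Times: polarization read 5 min after assay mix addition, stable 5–60 min; Benchmarks: neutral control DMSO, positive control TFP.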
# C2C12 statin – protects C2C12 myotubes from simvastatin toxicity. ATP luminescence, 48 h; scaled: DMSO 0, geranylgeraniol control 100. rescue of ATP level, % at 7.49 µM. actives 0.78% (n = 330,000). AID 602340;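 active = mean ATP rescue above about 67%, or every replicate alone reaching that limit, limit read from the data, passing the limit was not always enough; inconclusive = no clear call, values can overlap the other calls; inactive = mean under the limit and some replicate under it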;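 note: myotubes were challenged with 10 µM simvastatin during compound exposure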
# PGC1a acetyl inh – modulators of PGC1a acetylation; actives 0.17% (n = 350,000); AID 651687; inhibition, % at 15.6 µM; U2OS PGC1a acetylation, AlphaScreen anti-acetyl-lysine; with virally co-expressed GCN5 acetyltransferase;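 active = every replicate shows inhibition of at least 40%; inconclusive = mean inhibition at least 40% but some replicate below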;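 note: 0% = neutral control wells and 100% = positive control wells; some results beyond the cut were filed as inactive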
# XiGFP reactiv – reactivates the inactive X chromosome in mouse fibroblasts. actives 0.055% (n = 360,000). activation, % at 7.58 µM. AID 743238. XiGFP mouse fibroblasts, % GFP-positive cells imaging, 3 d; cells co-treated with 5-aza-dC sensitizer; scaled so ellipticine positive control = 100%;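 active = mean normalized replicate activation at least 10% and every replicate at or above 10%; inconclusive = only one of the two criteria met; inactive = mean below 10% and not all replicates reach 10%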;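 note: 0% = median of on-plate neutral control wells and 100% = ellipticine 6 µM median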
#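 System: SV40-immortalized XiGFP fibroblast cells, line 68-5-11 / Incubation: 3-day compound exposure, then 15 min fixation at room temperature / Compound: single concentration per compound, delivered by pin transfer / Buffer or medium: DMEM plus 5-aza-dC sensitizer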
# LGR2 antag – blocks bursicon-induced cAMP signaling via Drosophila LGR2 | HEK293 LGR2, CRE-luciferase, bursicon-stimulated, 4 h | inhibition, % at 9.99 µM | actives 0.35% (n = 380,000);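 active = drop in luminescence signal, shown as inhibition above about 50% in the replicate tests, limit read from the data, passing the limit was not always enough; inconclusive = probably only some replicates passing the limit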;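 note: agonist challenge used bursicon conditioned medium at about half maximal strength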
# The depositor's hits bear a star; u = inconclusive; x = not tested or not shown; & = joins results of further samples. Only part of the results is shown (hit frequency here may not be typical).
SMILES,ERAP1 inh,SIRT5 inh,Cneo AK release,S100A4 MyoIIA,C2C12 statin,PGC1a acetyl inh,XiGFP reactiv,LGR2 antag
CC1(C)Cc2c(C#N)c(N)n(-c3ccccc3)c(=S)c2CO1,x,13,-4,-2,x,3,-0.1,15
C[C@H]1CN([C@@H](C)CO)S(=O)(=O)c2ccc(C#Cc3ccncc3)cc2O[C@H]1CN(C)C(=O)C1CCC1,-1,0,1,-8,-16,-13,-0.1,-2
O=C(Cc1ccccc1F)Nc1cccc(S(=O)(=O)N2CCOCC2)c1,1,17*,x,-7,x,2,0.8,-18
N/C(=N\OC(=O)c1ccccc1Cl)c1cccc([N+](=O)[O-])c1,1,-2,-2,-5,-11,2,0.0,-56
O=C(CSCc1ccc(F)cc1)Nc1ccc(N2CCOCC2)cc1N1CCOCC1,-1,-4,1,-3,-7,x,0.5,-6
N#Cc1cn(Cc2ccncc2)c(=O)[nH]c1=O,0,-1,-2,-5,9,7,0.0,8
COc1cccc(NC(=S)N2CCN(S(=O)(=O)c3ccc(F)cc3)CC2)c1,-4,-18,0,1,3,x,0.2,8
COCCCNC(=O)C(=O)NC1CCCCC1C (stereo unspecified),-2,0,x,-7,x,x,0.1,-7
O=[N+]([O-])c1ccc(O)c(/C=N/Nc2ccccc2Cl)c1,-3,1,4,-5,-4,17,0.0,33
c1ccc(-c2ccccc2C2Cc3nnccc3CN2)cc1 (stereo unspecified),5,4,x,0,x,x,0.7,-13
COc1ccc(N2CCN(Cc3cc(=O)oc4ccc(C)cc34)CC2)cc1,x,x,-2,x,7,3,x,4
CC(C)NC(=O)N(C)C[C@@H]1OCCCC[C@H](C)Oc2ccc(NC(=O)c3ccccc3)cc2C(=O)N([C@@H](C)CO)C[C@@H]1C,1,4,0,-5,x,0,-0.5,-4
O=C1OC(c2ccc(F)cc2)CC1CN1CCOCC1 (stereo unspecified),0,x,x,2,x,x,0.3,7
Cc1ccccc1NC(=O)CSCCN1C(=O)c2ccccc2C1=O,2,2,x,-2,x,x,0.6,7
CC(=O)N1[C@H](CO)[C@@H](c2ccccc2)[C@@H]1CN(C(=O)c1ccccc1)C(C)C,x,x,4,x,6,-1,0.0,12
CCOC(=O)[C@]12CCC=C1N(CCC1=CCCCC1)C(=O)[C@H](CC(=O)N1CCCC1)C2,x,-4,x,-4,x,x,0.3,6
N#Cc1ccc(NC(=O)Nc2ccc(Oc3ccc(NC(=O)Nc4ccc(C#N)cc4)cc3)cc2)cc1,-3,-2,-1,-6,-9,-30,0.0,33
Cn1c(N)c(C(=O)N2CCN(c3ccccc3)CC2)c(=O)n(C)c1=O,2,3,1,-3,4,-6,0.0,-28
COc1ccc(NC(=S)N(CCc2c(C)[nH]c3ccccc23)Cc2ccco2)cc1,-3,0,0,-7,7,-19,0.3,18
O=S(=O)(c1ccccc1)N1CCN=C1SCc1c(F)cccc1Cl,-7,-2,-1,1,19,4,0.0,2
C[C@H](CO)N1C[C@H](C)[C@@H](CN(C)S(=O)(=O)c2ccc(F)cc2)Oc2c(NC(=O)CCC(F)(F)F)cccc2C1=O,-1,0,-1,-2,-12,2,-0.1,5
Cc1ccc(N2CC(C(=O)Nc3nnc(SCC(=O)NCC4CCCO4)s3)CC2=O)cc1 (stereo unspecified),-1,4,-7,1,x,x,-0.1,-11
CCN(CC)CCCNc1nc2ccccc2c2[nH]c3ccc(OC)cc3c12,-33,x,x,4,x,x,0.0,22
CC=Cc1ccc2n(c1=O)C[C@@H]1[C@@H](CO)[C@H](C(=O)Nc3ccc(-c4ccccc4)cc3)N(C)[C@H]21 (mixture of isomers),2,1,39,-14,-4,x,0.3,-6
COc1ccc2c3c([nH]c2c1)[C@@H](CO)N(Cc1ccccc1F)CC31CCN(C)CC1,2,x,x,-10,x,-19,0.7,-18
Cc1ccc(S(=O)(=O)CCC(=O)Nc2nc(C(C)(C)C)cs2)cc1,-3,-2,-8,-11,6,-2,0.8,-7
Cc1ccc(-c2csc(NC(=O)N3CCOCC3)n2)cc1,5,1,2,1,-8,x,0.0,x
C[C@H]1CN([C@@H](C)CO)C(=O)c2cccc(NC(=O)Nc3ccccc3)c2O[C@H]1CN(C)S(C)(=O)=O,1,-2,1,1,-28,2,-0.1,10
CN(C)c1ccc(NC(=O)CN2C(=O)c3ccccc3C2=O)cc1,2,-5,-1,0,8,6,0.0,13
Cc1ccc(S(=O)(=O)Nc2ccc3c(c2)C(=O)N([C@@H](C)CO)C[C@H](C)[C@@H](CN(C)C(=O)Cc2ccccc2)OCCCC[C@H](C)O3)cc1,-4,9,24,-4,x,1,0.5,-7

# Some of the entries so far, with values under each structure.
# The line under a structure holds: ERAP1 inh | SIRT5 inh | Cneo AK release | S100A4 MyoIIA | C2C12 statin | PGC1a acetyl inh | XiGFP reactiv | LGR2 antag
> CC1(C)Cc2c(C#N)c(N)n(-c3ccccc3)c(=S)c2CO1
→ x | 13 | -4 | -2 | x | 3 | -0.1 | 15
> C[C@H]1CN([C@@H](C)CO)S(=O)(=O)c2ccc(C#Cc3ccncc3)cc2O[C@H]1CN(C)C(=O)C1CCC1
→ -1 | 0 | 1 | -8 | -16 | -13 | -0.1 | -2
> O=C(Cc1ccccc1F)Nc1cccc(S(=O)(=O)N2CCOCC2)c1
→ 1 | 17* | x | -7 | x | 2 | 0.8 | -18
> N/C(=N\OC(=O)c1ccccc1Cl)c1cccc([N+](=O)[O-])c1
→ 1 | -2 | -2 | -5 | -11 | 2 | 0.0 | -56
> O=C(CSCc1ccc(F)cc1)Nc1ccc(N2CCOCC2)cc1N1CCOCC1
→ -1 | -4 | 1 | -3 | -7 | x | 0.5 | -6
> N#Cc1cn(Cc2ccncc2)c(=O)[nH]c1=O
→ 0 | -1 | -2 | -5 | 9 | 7 | 0.0 | 8
> COc1cccc(NC(=S)N2CCN(S(=O)(=O)c3ccc(F)cc3)CC2)c1
→ -4 | -18 | 0 | 1 | 3 | x | 0.2 | 8
> COCCCNC(=O)C(=O)NC1CCCCC1C (stereo unspecified)
→ -2 | 0 | x | -7 | x | x | 0.1 | -7
> O=[N+]([O-])c1ccc(O)c(/C=N/Nc2ccccc2Cl)c1
→ -3 | 1 | 4 | -5 | -4 | 17 | 0.0 | 33
> c1ccc(-c2ccccc2C2Cc3nnccc3CN2)cc1 (stereo unspecified)
→ 5 | 4 | x | 0 | x | x | 0.7 | -13
> COc1ccc(N2CCN(Cc3cc(=O)oc4ccc(C)cc34)CC2)cc1
→ x | x | -2 | x | 7 | 3 | x | 4

# (listing goes on)
SMILES,ERAP1 inh,SIRT5 inh,Cneo AK release,S100A4 MyoIIA,C2C12 statin,PGC1a acetyl inh,XiGFP reactiv,LGR2 antag
Cc1cccc(NC(=O)COC(=O)CCc2c[nH]c3ccccc23)c1,3,-1,-1,-1,6,-3,-0.2,12
Cn1c(=O)[nH]c(=O)c2c1nc(CN1CCN(c3ccccc3F)CC1)n2CCCc1ccccc1,x,x,2,x,48,-2,x,-1
CO[C@H]1CN(C)C(=O)c2ccc(NC(=O)Nc3c(C)noc3C)cc2OC[C@H](C)N(CCC(F)(F)F)C[C@@H]1C,-2,-2,x,-5,x,0,0.3,1
COc1cc(/C=C2/C(=O)N(C)C(=S)N2C)ccc1OCc1cccc(F)c1,3,0,-3,1,-47,-9,0.3,-2
CCS(=O)(=O)c1nc(S(=O)(=O)c2ccc(Cl)cc2)c(NCCOC)s1,1,-1,x,3,x,x,0.1,-21
N#Cc1cccc(C=C(C(=O)c2ccccc2)c2ccccc2)c1,2,x,x,-13,x,x,-0.1,26
CCOC(=O)N1CCN(c2c(NC3CCN(Cc4ccccc4)CC3)c(=O)c2=O)CC1,0,x,-1,-2,2,16,0.3,-15
C[C@@H]1CN([C@@H](C)CO)C(=O)Cc2cc(NC(=O)Nc3cccc4ccccc34)ccc2O[C@@H]1CN(C)S(C)(=O)=O,3&1,-2&6,1&-2,-5&1,3&-3,4,0.6&0.3,13&8
Cc1cc(C)cc(NC(=O)Nc2cc(-c3ccccc3)nn2C)c1,8,-2,x,-3,-5,-3,-0.1,20
Cc1ccc(C(=O)Nc2ccc(N3CCN(C(=O)c4ccco4)CC3)cc2)c(Cl)c1,-1,0,0,-2,-8,x,0.3,-14
N#Cc1ccc(-c2ccc(OCC(O)CN3CCCCC3)cc2)cc1 (stereo unspecified),-1,-16,-1,-4,u,-7,0.2,-7
O=C(C1CCC1)N1CC(=O)N2[C@H](CO)[C@H](c3ccc(-c4cccnc4)cc3)[C@H]2C1,0,1,x,-28,x,-3,0.1,-16
COc1cc(C(=O)Oc2ccc(/C=N/NC(=O)c3ccncc3)cc2)cc(OC)c1OC,5,2,2,-2,x,-2,0.0,43
CC(C)NC(=O)N(C)C[C@H]1Oc2c(NC(=O)Nc3ccc(C(F)(F)F)cc3)cccc2C(=O)N([C@H](C)CO)C[C@H]1C,-1,8,-5,-7,-25,-7,-0.5,4
O=C1c2ccccc2C(c2nnnn2-c2ccc3c(c2)OCCO3)N1Cc1cccc(F)c1 (stereo unspecified),x,1&0,x,4&10,x,x,0.2&0.0,21&7
COc1cccc(N2CC34C=CC(O3)C(C(=O)O)C4C2=O)c1 (stereo unspecified),x,x,2,-10,0,6,x,x
O=C(O)CN1C2=NCCCN2c2ccccc21,1,-1,x,2,x,2,0.0,-7
CC[C@]1(C(=O)OC)[C@H]2C(=O)N(C)C(=O)[C@H]2[C@H]2CN(C)C(=NCc3ccccc3)N21,8,-3,0,-2,3,11,0.1,-2
O=S(=O)(c1ccccc1F)N1CCN(Cc2cc3c(cc2O)OCO3)CC1,-1,-1,-1,1,-1,2,0.1,15
Cn1c(=O)cc(OCCCC(=O)NCCN2CCN(c3ccccc3F)CC2)c2ccccc21,-1,3,0,-1,5,-6,0.4,-4
CCOCCOC(=O)c1[nH]c2c(c1C)C(=O)CC(c1ccc(N(C)C)cc1)C2 (stereo unspecified),-2,x,0,3,0,-5,0.1,-6
Cc1nccn1Cc1ccccc1,2,-1,2,2,-5,-16,0.2,-25
COc1ccc(S(=O)(=O)Nc2ccc3c(c2)C(=O)N([C@@H](C)CO)C[C@@H](C)[C@H](CN(C)Cc2ccc(C(=O)O)cc2)OCCCC[C@H](C)O3)cc1,-4,-1,1,-1,x,0,0.2,-6
COc1ccccc1NC(=O)CCc1c(C)[nH]c(=O)c(C#N)c1C,x,x,8,x,97*,12,x,4

# Compound profiles, as listed above.
# COc1ccc(S(=O)(=O)Nc2ccc3c(c2)C(=O)N([C@@H](C)CO)C[C@@H](C)[C@H](CN(C)Cc2ccc(C(=O)O)cc2)OCCCC[C@H](C)O3)cc1 is entered as ERAP1 inh: -4; SIRT5 inh: -1; Cneo AK release: 1; S100A4 MyoIIA: -1; C2C12 statin: x; PGC1a acetyl inh: 0; XiGFP reactiv: 0.2; LGR2 antag: -6
# CC[C@]1(C(=O)OC)[C@H]2C(=O)N(C)C(=O)[C@H]2[C@H]2CN(C)C(=NCc3ccccc3)N21 is entered as ERAP1 inh: 8; SIRT5 inh: -3; Cneo AK release: 0; S100A4 MyoIIA: -2; C2C12 statin: 3; PGC1a acetyl inh: 11; XiGFP reactiv: 0.1; LGR2 antag: -2
